JMJD2A Tudor inh: blocks the human JMJD2A Tudor domain. O75164. AlphaScreen JMJD2A-Tudor / H3K4me3 peptide binding. Potency, µM (doses to about 114 µM), without a hit: at the top dose activity change, negative = inhibition, actives largely listed as inhibitors. 4.4% of 390,000 active; further: on the % scale 0 is the no-effect control and ±100 the full control effect; nearly all actives have a fitted effect of over 50% in size
rTrxR1 inhibitor: inhibitors of rat thioredoxin reductase 1 | recombinant rTrxR1, NADPH fluorescence consumption, selenite substrate | 1% of 390,000 active | Potency, µM (top dose mostly 114 µM), without a hit: at the top dose activity change, negative = inhibition, most hits filed as inhibitors | O89049; further: on the % scale 0 is the no-effect control and ±100 the full control effect; nearly all actives have a fitted effect of over 65% in size
Target sequence (O89049 whole entry, looked up): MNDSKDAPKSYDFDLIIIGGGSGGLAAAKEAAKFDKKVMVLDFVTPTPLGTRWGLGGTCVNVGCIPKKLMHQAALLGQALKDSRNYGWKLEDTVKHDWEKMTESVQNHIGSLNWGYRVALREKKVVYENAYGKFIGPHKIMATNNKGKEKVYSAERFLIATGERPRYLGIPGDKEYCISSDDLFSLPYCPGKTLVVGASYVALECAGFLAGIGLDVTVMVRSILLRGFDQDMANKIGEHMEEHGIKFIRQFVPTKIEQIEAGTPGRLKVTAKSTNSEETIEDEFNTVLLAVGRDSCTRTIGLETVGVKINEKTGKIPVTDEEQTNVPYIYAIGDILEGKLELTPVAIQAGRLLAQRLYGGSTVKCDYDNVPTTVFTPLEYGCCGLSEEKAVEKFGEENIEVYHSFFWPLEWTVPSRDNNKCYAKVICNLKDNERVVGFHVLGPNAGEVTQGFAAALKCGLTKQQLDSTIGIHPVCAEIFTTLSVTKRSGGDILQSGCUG
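Rat TrxR1 (90 nM in the dispensed reagent) was pre-reduced with 400 uM NADPH for 5 min at room temperature, then incubated with compound for 15 min. After 400 uM selenite was added, NADPH fluorescence (Ex 340/Em 450 nm) was followed for 8 min.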
HP1b chromo inh: inhibitors of HP1-beta chromodomain binding to methylated histone tails; Potency, µM (titrated, usually from 114 µM), inactives show at the highest dose activity change, negative = inhibition, actives largely listed as inhibitors; 0.56% of 390,000 active; P83916; AlphaScreen HP1-beta / biotin-H3K9me3 peptide binding; further: nearly all actives have a fitted effect of over 70% in size; inactives centre near 23
Target sequence (P83916 whole entry, looked up): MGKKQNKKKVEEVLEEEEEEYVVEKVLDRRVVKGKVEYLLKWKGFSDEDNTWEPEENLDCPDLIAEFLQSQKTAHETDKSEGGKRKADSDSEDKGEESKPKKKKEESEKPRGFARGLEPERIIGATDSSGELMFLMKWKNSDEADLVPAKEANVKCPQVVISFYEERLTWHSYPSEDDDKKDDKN
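Compound inhibition of the preformed complex between 50 nM HP1-beta and 50 nM biotinylated H3K9me3 peptide was read by AlphaScreen. Buffer was PBS pH 7.4 with 0.01% Tween-20. Incubations ran 30 min at room temperature, with 10 ug/mL donor/acceptor beads.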
ERG-DNA inh: blocks human ERG Ets domain binding to DNA; 0.028% of 370,000 active; Potency, µM (titrated, usually from 76.9 µM), for inactives: at the highest dose FP activity, negative = inhibition, hits mostly inhibitors; fluorescence polarization, His-ERG Ets domain / labelled DNA; P11308; active means well fitted inhibition curve with a large enough effect in the polarisation, with a control signal flat; inconclusive means small, poorly fitted or top-dose-only effect, or effect the other way, or a change in a side signal; inactive means no such curve, though single readings can be large or run the other way; the % refers to the polarisation;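 further: polarization taken with two DNA probes labelled with fluorescein and Texas red; % of control where 0% means no effect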
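His-tagged ERG Ets domain (1 uM in the protein solution; 300mM KCl, 50mM Tris-HCl, 1mM EDTA, 1mM DTT, pH 7.5) received compound, then a probe mix of 5 nM fluorescein-DNA and 100nM Texas-615-DNA. Fluorescence polarization was read for both dyes.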
RGS4 inhibitor: human RGS4 inhibition | 0.039% of 390,000 active | P49798 | Transcreener GDP fluorescence polarization, RGS4-accelerated GTP hydrolysis | Potency, µM (doses to about 114 µM), inactives show at the highest dose activity change, negative = inhibition, actives largely listed as inhibitors | AID 504845; further: on the % scale 0 is the no-effect control and ±100 the full control effect; nearly all actives have a fitted effect of over 75% in size; some results filed as inactive show a strong effect at the top dose
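MLSMR compounds (23 nl, pin-transferred) preincubated 10 min at room temperature with a 500nM (2x) first reagent, then RGS4 at 900nM (2x) plus Transcreener GDP mix added; fluorescence polarization (620/688 nm) read before and after 90 min at 30 °C.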
Pin1 inh: human Pin1 inhibition; Q13526; Pin1 FP peptide displacement, HiFluor488, 10 min; Potency, µM (series often up to 115 µM), inactives show at the highest dose activity, negative = inhibition, hits mostly inhibitors; 0.009% of 390,000 active; active means well fitted inhibition curve with a large enough effect in the polarisation, with a control signal flat, not every such curve was filed as active; inconclusive means small, poorly fitted or top-dose-only effect, or effect the other way, or a change in a side signal; inactive means no such curve, though single readings can be large or run the other way; the % refers to the polarisation; further: on the % scale 0 is the no-effect control and ±100 the full control effect
Target sequence (Q13526 whole entry, looked up): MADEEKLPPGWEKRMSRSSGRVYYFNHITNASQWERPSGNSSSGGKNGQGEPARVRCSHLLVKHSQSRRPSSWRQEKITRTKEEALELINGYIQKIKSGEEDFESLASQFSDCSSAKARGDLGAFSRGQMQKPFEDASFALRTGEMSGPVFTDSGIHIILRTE
ALOX12 inh: inhibitors of human 12S-lipoxygenase ALOX12. purified 12hLO, xylenol orange hydroperoxide absorbance. Potency, µM (titrated, usually from 108 µM), for inactives: at the highest dose activity change, negative = inhibition, most hits filed as inhibitors. 1.1% of 580,000 active; further: on the % scale 0 is the no-effect control and ±100 the full control effect
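Hydroperoxide product was detected by ferrous iron/xylenol orange as the 573 to 405 nm absorbance ratio. Arachidonic acid at 40 uM (final) was turned over for 30 min at room temperature by 150 nM human 12hLO, pH 7.0 Hepes buffer, after 15 min compound preincubation.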
GLS inh: inhibitors of human glutaminase (GLS) | O94925 | Potency, µM (top dose mostly 45.5 µM), inactives show at the top dose activity change, negative = inhibition, most hits filed as inhibitors | GLS enzymatic activity, qHTS titration | AID 624170 | 0.21% of 410,000 active; further: on the % scale 0 is the no-effect control and ±100 the full control effect
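hKGA in 45 mM KH2PO4 (pH 8.2), 0.02% Tween-20 with compound, then 1mM L-Glutamine (stock as added) plus glutamate oxidase/HRP/Amplex red coupling mix. Fluorescence read initially and after 30 min at RT; signal change reflects glutamate formation.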
PGK inhibitor: T. brucei PGK inhibition; Potency, µM (highest dose often 57.5 µM), for inactives: at the highest dose activity change, negative = inhibition, usual class: inhibitors; PGK/GAPDH coupled, Kinase-Glo luminescence, 60 min; P07378; 0.043% of 380,000 active; further: on the % scale 0 is the no-effect control and ±100 the full control effect; nearly all actives have a fitted effect of over 60% in size
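Recombinant glycosomal PGK reaction used 1,3-bisphosphoglycerate generated in-well by GAPDH (100nM final) in 100mM TEA pH 7.6, 5mM MgCl2, 0.01% Tween-20. After 60 minutes at room temperature, ATP was read by Kinase-Glo Plus luminescence end-point.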
Numbers without * were called inactive; i = inactive; u = inconclusive; x = no result given; & = joins results of further samples; [ ] = another dose, or the depositor's remark. Unless noted, the call rests on the fitted dose curve; in most records, active means well fitted curve in the direction sought with a large enough effect; inconclusive means small, poorly fitted or top-dose-only effect, or another doubt; inactive means no such curve, though single readings can be large; an effect the other way counts as inactive or inconclusive. Potency means the concentration at half of the fitted maximal effect. These rows are one share of the data; count on the stated rates, not on these rows.

JMJD2A Tudor inh | rTrxR1 inhibitor | HP1b chromo inh | ERG-DNA inh | RGS4 inhibitor | Pin1 inh | ALOX12 inh | GLS inh | PGK inhibitor | compound
56µM* | 11% | -22% | 4% | 13% | -2% | -1% | 0% | -2% | CSc1ccc(/C=N/N2CCN(Cc3ccc(C)cc3C)CC2)cc1
-12% | 10% | 8% | -1% | -3% | 0% | -19% | -8% | -2% | CCOc1ccc(CC(=O)Nc2c(C(=O)c3ccc(F)cc3)oc3ccccc23)cc1OCC
-3% | 19%[11.4 µM] | 26% | 5%[15.4 µM] | -19% | 5% | i | 4% | 6% | CC(C)(C)S(=O)(=O)c1cnc(-c2cnccn2)nc1N
-3% | 20% | 18% | 0% | 30% | 3% | -3% | -18% | 3% | COc1cccc2c1cc1c(=O)n(CC(=O)N3CCN(c4cccc(C(F)(F)F)c4)CC3)nc(C)n12
-26% | 19% | 19% | 19% | -4% | 2% | u | -3% | -4% | COc1ccc(OCC(=O)N2c3ccccc3CC2C)c([N+](=O)[O-])c1 (stereo unspecified)
16% | 53%[activator][57.1 µM] | 46% | -3% | -15% | 4% | 50µM* | -1% | i | Cc1ccc(C)c(N2CCN(c3ccc4cc(S(=O)(=O)N5CCC(C)CC5)ccc4n3)CC2)c1
u | -9% | u | 1% | 4% | -4% | u | 15% | -1% | COc1cc(NC(=S)NCCc2c[nH]c3ccccc23)c(OC)cc1Cl
-16% | 12% | 33% | 11% | -14% | 17% | 203%[activator] | -2% | 8% | O=C(NCc1ccccc1)C1=C[C@@H](c2ccccc2)C[C@@H](OCc2ccc(CO)cc2)O1
-10% | 1%[57.1 µM] | 15% | -4% | 13% | 3% | 2%&12% | 1% | 8% | CC(=O)N(C(C)=O)c1c(N2CCCC2)c2ccccc2oc1=O
-18% | 18% | 36% | 6% | 5% | 1% | -9% | 9% | 6% | Cc1c(NS(=O)(=O)c2ccc3c(c2)Cc2ccccc2-3)c(=O)n(-c2ccccc2)n1C

Additional entries.
JMJD2A Tudor inh | rTrxR1 inhibitor | HP1b chromo inh | ERG-DNA inh | RGS4 inhibitor | Pin1 inh | ALOX12 inh | GLS inh | PGK inhibitor | compound
-7% | 18% | 35%[activator] | 17% | 26% | -2% | 173%[activator] | -3% | 3% | Cc1cccc(NC(=O)C2CCN(C(=O)c3ccccc3C)CC2)n1
-12% | 20%[57.1 µM] | 37% | -3% | -3% | -2% | 14% | -12% | -1% | COc1ccc(-c2cc(C(=O)NNC3=NCCC3)c3c(C)nn(-c4ccccc4)c3n2)cc1
-20% | 13%[57.1 µM] | -6% | 3% | 11% | -6% | -18% | -14% | -11% | CCOC(=O)CC(NC(=O)N1CCC(CN2CCC(C)CC2)CC1)c1ccccc1 (stereo unspecified)
-10% | -6% | 33% | -3% | 6% | -15% | 20% | 4% | -9% | COc1cc(/C=N/NC(=O)Cc2nnc(N)s2)cc(OC)c1OC
-15% | 17% | 30% | 3% | 21% | -11% | -9% | 1% | -3% | CC(C)(C)OC(=O)C[C@H]1C/C=C\C[C@@H](CC(=O)NCCO)C(=O)NCCOC1=O
40%[activator] | -12% | 53%[activator] | 2% | 35% | 3% | u | -2% | -6% | Cc1ccc(Cn2nc(-c3ccccc3)nc2-c2ccccc2)cc1
u | 26%&-10% | -25%&6% | -1%&-4% | 20%&17% | 1%&-12% | 5%&-25% | 18%&4% | -3% | COc1ccc2[nH]cc(CCNC(=O)Nc3ccccc3)c2c1
-9% | 27%[57.1 µM] | 17% | -3% | 6% | 2% | -9% | -22% | 5% | CCOC(=O)N1CCN(Cc2c(NC(=O)c3ccco3)sc(C)c2C)CC1
-14% | -12% | 48%[activator] | -5% | -28% | 2% | 6% | 1% | 1% | CCN(CC)CC(=O)Nc1nn(-c2ccccc2)nc1C(N)=O
3% | 5%[57.1 µM] | 18% | -5% | -20% | 0% | -12% | -23% | u | N/C(=N\N=C\c1cccc(O)c1)c1nonc1N

New compounds follow
JMJD2A Tudor inh | rTrxR1 inhibitor | HP1b chromo inh | ERG-DNA inh | RGS4 inhibitor | Pin1 inh | ALOX12 inh | GLS inh | PGK inhibitor | compound
-20% | 7% | 41%[activator] | -1% | -3% | 0% | -11% | 0% | x | S=C(NCCc1ccccn1)Nc1ccccc1Cl
-13% | -8% | 16% | -7% | 5% | 2% | 16% | 39%[activator] | -9% | COc1ccc(NC(=O)Nc2c(C)n(C)n(-c3ccccc3)c2=O)cc1
-12% | 2% | 52%[activator] | 12% | 4% | 5% | 10%[57.4 µM] | -2% | -2% | COCCSc1nc2c(c(=O)[nH]c(=O)n2C)n1CCC(C)C
-8% | 13% | 42%[activator] | -13% | 6% | 4% | 2%[57.4 µM] | 1% | -8% | Cc1ccc(NC(=O)c2onc(C)c2Cl)cc1
-34% | u | 2% | -13% | -33% | 0% | u | u | -9% | CCCOc1ccc(C(=O)NC(=S)Nc2nc(C)c(C(=O)N(C)C)s2)cc1
2% | -13% | 20% | -7% | -7% | 2% | 0% | 13% | i | Cc1nn(C)c(C)c1CN(C)S(=O)(=O)c1ccc(F)cc1
-2% | 17%[57.1 µM] | 23% | 0% | -13% | 4% | 174%[activator] | 0% | -1% | CN(NC(=O)c1ccccc1Cl)c1ncc(C(F)(F)F)cc1Cl
0% | 19% | 11% | 0% | 20%[11.4 µM] | -2% | x | -6% | -6% | CC1CCCN(CCCNC(=O)C2CCC(CNS(=O)(=O)c3cccc4nsnc34)CC2)C1 (stereo unspecified)
-12% | 6% | 28% | 0% | 5% | 3% | 0% | 8% | 7% | COc1ccc(S(=O)(=O)N2CCCCC2)cc1NC(=O)Cn1c(=O)cnc2ccccc21
-17% | 6%[57.1 µM] | 31% | -1% | 28% | 7% | 72%[activator] | -2% | 3% | Cc1ccc(N2C(=O)N(CC(=O)NC(N)=O)C(=O)C2C)cc1 (stereo unspecified)

Next part
JMJD2A Tudor inh | rTrxR1 inhibitor | HP1b chromo inh | ERG-DNA inh | RGS4 inhibitor | Pin1 inh | ALOX12 inh | GLS inh | PGK inhibitor | compound
-8% | 5% | 18% | 0% | -2% | 4% | 19% | 6% | 5% | Cc1ccc(/C=N/NC(=O)CSc2nc3nc(C)cc(C)n3n2)cc1
-10% | 9%[57.1 µM] | 10% | -4% | 10% | -2% | -8% | 5% | -3% | COc1ccc(C(C(=O)NC2CCCCC2)N(Cc2cccs2)C(=O)Cc2c[nH]c3ccccc23)cc1OC (stereo unspecified)
-8% | 1% | 37% | -4% | -6% | u | 1% | 0% | -4% | Cc1ccsc1C(=O)Nc1cc(Cl)ccc1-n1cncn1
-32% | -4% | 1% | -8% | -4% | 3% | 222%[activator] | 11% | -2% | CCN(CC(=O)Nc1ccc2c(c1)OCCO2)CC(=O)Nc1ccc(C)c(S(=O)(=O)N(C)C)c1
u | -9%[57.1 µM] | 8% | -1% | 11% | -1% | u | -29% | -4% | CC(NC(=O)NNC(N)=S)(C(F)(F)F)C(F)(F)F
u | -1% | 2% | -12% | -12% | u | u | u | 6% | CCC(CO)Oc1cc(NC(=O)c2cccc3ccccc23)c2ncn(C(C)C)c2c1 (stereo unspecified)
-11% | -1% | 14% | 0% | -12% | -5% | 7% | -1% | -10% | CCC(C)c1ccc(NC(=O)c2cccnc2)cc1 (stereo unspecified)
-18% | -5% | 28% | -1% | 8% | -6% | 0% | -3% | -13% | Cc1oc(-c2ccccc2Cl)nc1CN(Cc1ccccn1)C[C@@H]1CCC(=O)N1
-16% | -6% | 12% | 15% | 4% | -2% | 0% | 3% | i | Cn1cccc1C1C(C#N)=C(N)OC2=C1C(=O)CC(C)(C)C2 (stereo unspecified)
50µM* | 6% | u | 16% | -28% | 11% | u | 2% | -4% | CN(C)CCCNC(=O)C[C@H]1C[C@H](C(=O)N2CCCCC2)[C@@]2(CCc3ccccc3)c3[nH]c4cc(-c5ccco5)ccc4c3CCN2C1=O
-11% | u | 34% | x | 9% | -8% | 6%[57.4 µM] | -1% | -9% | CCOc1ccc(N2C(=O)CC(N3CCN(C(=O)CN4CCCC4)CC3)C2=O)cc1 (stereo unspecified)
-7% | -12% | 9% | -10% | -6% | -7% | 1% | 7% | i | COC(=O)c1sc(NC(=S)NC(=O)c2cc(OC)c(OC)c(OC)c2)nc1C

Screens (PubChem)
